PKA-R1A act: activators of PKA-R1A complex; PKA-R1A dissociation, Cy5-IP20 fluorescence polarization; scaled: DMSO 0%, 113 µM cGMP 100%; activation, % at 11.4 µM; 340,000 tested, 0.083% active; AID 504707;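 active = percent activation above the mean of all tested compounds plus 3 SD, cut at about 19% in these data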;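 also: higher means more PKAc released from R1A so a rise in polarization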
OPRM1-OPRD1 ag: OPRM1-OPRD1 heterodimerization agonism. P35372+P41143. cells, luminescence. activation, % at 9.3 µM. 340,000 tested, 0.3% active. AID 504326; in the data active = activation above about 18%;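 also: 0% = vehicle-treated cells and 100% = reference agonist; values of inactives mirror those of a sister screen read the other way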
AddAB inh: less growth of phage-infected E. coli with AddAB | inhibition, % at 11.9 µM | E. coli expressing H. pylori AddAB, absorbance growth | 330,000 tested, 0.29% active; in the data active = inhibition above about 12%;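 also: 0% = vehicle wells of infected cells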
OPRM1-OPRD1 inv: mu-delta opioid heterodimer inverse agonism; P35372+P41143; cell-based MOR-DOR heterodimer luminescence; inhibition, % at 9.3 µM; 340,000 tested, 0.21% active; AID 504357; in the data active = inhibition above about 22%, passing the limit was not always enough;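 also: 0% = cells with DMSO and 100% = wells without cells with DMSO; values of inactives mirror those of a sister screen read the other way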
HTR5A inv ag: HTR5A inverse agonism, opioid heterodimer counter-screen; P47898; HTR5A cell line, luminescence; inhibition, % at 9.3 µM; 340,000 tested, 0.083% active; in the data active = inhibition mostly above about 23%, no sharp cut-off; inactive = mostly below about 18%;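 also: 0% = cells with DMSO and 100% = no-cell wells with DMSO; some compounds called inactive have numbers as strong as hits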
Target sequence (P47898 whole entry, looked up): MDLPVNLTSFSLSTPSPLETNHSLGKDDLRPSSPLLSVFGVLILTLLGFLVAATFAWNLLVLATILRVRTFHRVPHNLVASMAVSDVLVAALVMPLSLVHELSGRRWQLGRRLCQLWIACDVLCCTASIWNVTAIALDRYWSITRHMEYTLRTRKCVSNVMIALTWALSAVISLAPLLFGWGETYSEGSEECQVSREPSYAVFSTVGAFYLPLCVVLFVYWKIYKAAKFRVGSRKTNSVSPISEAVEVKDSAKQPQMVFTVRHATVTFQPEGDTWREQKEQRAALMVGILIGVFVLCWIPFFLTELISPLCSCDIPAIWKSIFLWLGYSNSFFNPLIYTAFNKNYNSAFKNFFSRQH
SUMO Mot1 rescue: inhibitors of SUMOylation pathway: yeast Mot1-301 growth rescue; 320,000 tested, 1% active; AID 2716; S. cerevisiae Mot1-301 growth rescue, ATP luminescence, 38.5C; percent above DMSO median, 100 means doubled; growth rescue, % at 18.8 µM;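 active = every valid replicate shows activation above 250% relative to neutral control wells; inactive = the rest, any valid replicate at or below 250%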;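 also: OY570 slx delta 5 strain wells were the positive control but not used for scaling; some compounds called inactive have numbers as strong as hits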
Ecoli viability: bacterial growth inhibition, counter-screen for AddAB inhibitors. inhibition, % at 11.9 µM. 330,000 tested, 0.27% active. E. coli V3065 growth, OD600 absorbance, 18 h;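 active = inhibition above the campaign's mean inhibition across all tested compounds plus 3 SD, cut at about 9.9% in these data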;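 also: uninfected addAB+ strain grown without phage in ampicillin broth; 0% = DMSO wells and 100% = ciprofloxacin 0.95 µg/ml wells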
PfHsp90 yeast 2: growth inhibition of yeast expressing Plasmodium Hsp90; S. cerevisiae expressing PfHsp90, BacTiter-Glo ATP, 48 h; yeast lacking PDR1 and PDR3 efflux regulators; inhibition, % at 9.4 µM; 310,000 tested, 0.32% active; AID 504621;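 active = every replicate shows inhibition above about 80%, whatever the replicate mean, limit read from the data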;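 also: 0% = DMSO neutral controls and 100% = 20 µM radicicol positive controls; yeast relying on Plasmodium falciparum Hsp90 in place of its own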
Tat export inh: inhibitors of E. coli Tat protein transport. 340,000 tested, 0.036% active. E. coli MC4100 TorA-mCherry Tat export, fluorescence. inhibition, % at 10 µM;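 active = mean replicate inhibition at least 50% and at least half of replicates individually reaching 50%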;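 also: exported cargo escapes ClpAP degradation while cytoplasmic cargo is degraded and loses fluorescence; 0% = median of neutral control wells and 100% = median of NaSCN control wells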
phage Ecoli inh: E. coli growth loss with phage present; inhibition, % at 11.9 µM; AID 651602; growth absorbance; 360,000 tested, 0.26% active; in the data active = inhibition above about 11%
PKA-R2B act: PKA-R2B complex activation; P22694+P31323; PKA-R2B holoenzyme dissociation, Cy5-IP20 fluorescence polarization; R2B truncated from residue 108, S112A mutant; 0% DMSO only, 100% 113 µM cGMP; activation, % at 11.4 µM; 340,000 tested, 0.079% active;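 active = activation above a cutoff set at the mean over all compounds plus 3 SD, cut at about 18% in these data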;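 also: higher means more holoenzyme dissociation and a rise in polarization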
Target sequence (P31323 whole entry, looked up, other chains not shown, the tested form may be a part): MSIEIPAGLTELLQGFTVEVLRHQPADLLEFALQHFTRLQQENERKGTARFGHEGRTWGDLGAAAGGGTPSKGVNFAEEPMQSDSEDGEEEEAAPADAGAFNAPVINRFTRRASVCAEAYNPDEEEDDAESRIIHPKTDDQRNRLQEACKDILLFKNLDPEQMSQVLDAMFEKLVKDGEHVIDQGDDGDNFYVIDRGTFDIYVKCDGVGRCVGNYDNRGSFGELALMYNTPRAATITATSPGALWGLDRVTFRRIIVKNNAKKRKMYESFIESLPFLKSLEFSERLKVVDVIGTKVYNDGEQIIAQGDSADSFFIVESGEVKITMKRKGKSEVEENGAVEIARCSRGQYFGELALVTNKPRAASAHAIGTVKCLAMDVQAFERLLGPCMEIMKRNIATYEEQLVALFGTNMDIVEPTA
* = called active by the depositor; · = no result given.

SMILES	PKA-R1A act	OPRM1-OPRD1 ag	AddAB inh	OPRM1-OPRD1 inv	HTR5A inv ag	SUMO Mot1 rescue	Ecoli viability	PfHsp90 yeast 2	Tat export inh	phage Ecoli inh	PKA-R2B act
CC(C)CCn1c(COc2ccccc2)nn(CCC#N)c1=S	1	2.4	-0.7	-11	-7	3	-0.8	-7	-4	-1.0	8
C[C@@H]1CCCCCCCCC(=O)OCCN(C(=O)OC(C)(C)C)[C@H](C)CCCCCCCCC(=O)OCCN(C(=O)OC(C)(C)C)[C@H](C)CCCCCCCCC(=O)OCCN(C(=O)OC(C)(C)C)[C@H](C)CCCCCCCCC(=O)OCCN1C(=O)OC(C)(C)C	0	-1.0	3.1	5	9	-10	-1.0	-31	-5	-0.2	7
CCOC(=O)C1CCCN(c2c(NCCCN(C)c3ccccc3)c(=O)c2=O)C1 (centres undefined)	-9	-2.4	-0.6	12	-11	-5	-2.8	2	-6	1.6	-11
FC(F)Sc1ccc(NC2=NCCCCC2)cc1	-6	-3.4	-0.2	20	-4	2	0.2	6	1	2.1	-6
COc1ccc(C(=O)N/C(=C\c2cn(S(=O)(=O)N(C)C)c3ccccc23)C(=O)NCCN2CCOCC2)cc1	6	-2.0	1.0	11	2	-6	-2.2	12	-3	0.9	2
COCc1nnc(NC(=O)CSc2ccccc2)s1	-1	-0.2	-0.4	1	-2	70	0.5	13	3	3.4	-10
CCOC(=O)N1CC(C)N(C(=S)Nc2ccccc2)CC1C (centres undefined)	-4	-1.8	·	9	11	·	·	-19	-2	2.1	-9
CCOC(=O)c1cc2c(c(-c3ccccc3)n1)[C@H](CCO)N(S(=O)(=O)C(C)(C)C)C2	-10	-0.7	·	3	9	·	·	-4	0	1.2	-6
Cn1c(N)c(C(=O)COC(=O)Cc2ccc(Cl)cc2)c(=O)n(C)c1=O	1	-2.1	·	10	-3	·	·	-3	5	2.6	-1
NS(=O)(=O)c1cccc(NC(=O)CCC(=O)c2cccs2)c1	-2	-1.4	1.8	7	-9	0	0.1	5	-2	0.1	-3
Cc1cc(C)nc(SCC(=O)Nc2nccs2)n1	3	-0.3	5.5	3	11	-15	-0.6	6	-4	2.0	1
Cc1ccc2nc(SCC(=O)Nc3ccc4c(c3)CCC4)[nH]c2c1	-3	11	3.8	-58	-31	5	0.7	-12	2	1.9	-1
O=C(NCCc1ccccc1)C1CCC(CNS(=O)(=O)c2cccs2)CC1 (centres undefined)	-3	-0.5	4.6	3	-8	-4	1.0	10	-4	3.0	7
Cc1nc2ccccn2c1/C(O)=C1\C(=O)C(=O)N(CCN2CCOCC2)C1c1cccnc1 (centres undefined)	-3	-1.3	1.4	7	-8	-8	-1.9	-26	-1	2.4	-5
O=C(CSc1nnc(CNC(=O)c2c(F)cccc2Cl)o1)NC1CCCC1	-4	-4.1	4.0	21	22	7	-2.1	-43	4	-0.2	6
CC1(C)NC(=O)N(CC(=O)N2CCC(Cc3ccccc3)CC2)C1=O	4	-1.1	-0.2	4	15	3	-0.2	-13	1	0.9	-6
O=C(Cn1c2ccccc2c2nc3n(c(=O)c21)CCS3)N1CCCC1	2	-2.3	2.5	12	-7	-5	-1.4	-13	-3	·	8
Cc1ccc(-n2c(C)cc(C(=O)CSc3n[nH]c(N)n3)c2C)cc1	0	-0.6	1.5	3	-10	-13	0.5	-7	-9	0.2	4
Cc1ccc(SCCC(=O)N2CCC(C(N)=O)CC2)cc1	-4	0.0	-0.4	0	22	-3	-2.1	9	1	2.4	-2
Cc1cc(C)c(CN2CCN(C(=O)Cn3cnc4c(OCc5ccccc5)ncnc43)CC2)c(C)c1	-13	·	0.2	·	·	12	0.0	16	-5	2.7	0
Cn1ncc2c(N3CCN(c4ccc(Cl)c(Cl)c4)CC3)ncnc21	-14	-1.8	1.3	9	15	·	-1.8	·	7	-0.7	-2
N#Cc1cccc(NC(=O)CN2NS(=O)(=O)c3ccccc3C2=O)c1	-5	-1.0	0.5	6	-15	-5	0.8	-8	-3	-0.3	-2
CC(C)[C@H](NC(=O)c1ccco1)C(=O)OCC(=O)Nc1ccc(F)cc1	-13	-3.0	1.5	14	0	-15	1.9	-8	-4	2.5	-6
CCOC(=O)C1(C)C=C(Nc2ccc(OCC)cc2)C(=O)N1c1ccccc1 (centres undefined)	-2	-0.3	5.4	2	7	4	-3.9	·	1	2.1	2
N#CC1(NC(=O)CSc2nnc(Nc3ccccc3F)s2)CCCC1	7	-4.2	-0.6	16	1	-15	0.3	13	10	2.9	-9
CCCCN1CC[C@H]2C=CC[C@@H](C(=O)Nc3nccs3)[C@H]2C1=O	-2	-2.5	2.6	14	-6	20	-1.7	·	-6	2.2	16
N#CC(c1ccccc1)c1ccc(C(=O)c2ccc(F)cc2)cc1 (centres undefined)	13	2.7	-0.2	-16	-4	18	0.4	-21	4	1.8	-5
CC(Oc1cccc(F)c1)C(=O)Nc1ccc(N2CCOCC2)cc1 (centres undefined)	1	-0.3	-0.8	1	-48	5	-2.5	0	-7	6.1	-1
Cc1cc2ccccc2n1CCNC(=O)c1ccc(S(=O)(=O)N2CCOCC2)cc1	3	0.0	1.0	0	14	-9	-2.1	·	-6	-1.4	-7
Cc1csc(NC(=O)c2cccc(S(=O)(=O)N3CCCCC3)c2)n1	-8	4.5	2.2	-24	-12	·	0.8	·	4	4.4	6

Sorted by formula weight (largest number first): part of the list above
SMILES	PKA-R1A act	OPRM1-OPRD1 ag	AddAB inh	OPRM1-OPRD1 inv	HTR5A inv ag	SUMO Mot1 rescue	Ecoli viability	PfHsp90 yeast 2	Tat export inh	phage Ecoli inh	PKA-R2B act
Cn1ncc2c(N3CCN(c4ccc(Cl)c(Cl)c4)CC3)ncnc21	-14	-1.8	1.3	9	15	·	-1.8	·	7	-0.7	-2
CC(Oc1cccc(F)c1)C(=O)Nc1ccc(N2CCOCC2)cc1 (centres undefined)	1	-0.3	-0.8	1	-48	5	-2.5	0	-7	6.1	-1
CC1(C)NC(=O)N(CC(=O)N2CCC(Cc3ccccc3)CC2)C1=O	4	-1.1	-0.2	4	15	3	-0.2	-13	1	0.9	-6
Cc1ccc(-n2c(C)cc(C(=O)CSc3n[nH]c(N)n3)c2C)cc1	0	-0.6	1.5	3	-10	-13	0.5	-7	-9	0.2	4
CCCCN1CC[C@H]2C=CC[C@@H](C(=O)Nc3nccs3)[C@H]2C1=O	-2	-2.5	2.6	14	-6	20	-1.7	·	-6	2.2	16
Cc1ccc(SCCC(=O)N2CCC(C(N)=O)CC2)cc1	-4	0.0	-0.4	0	22	-3	-2.1	9	1	2.4	-2

Continued:
SMILES	PKA-R1A act	OPRM1-OPRD1 ag	AddAB inh	OPRM1-OPRD1 inv	HTR5A inv ag	SUMO Mot1 rescue	Ecoli viability	PfHsp90 yeast 2	Tat export inh	phage Ecoli inh	PKA-R2B act
CCc1ccc(NC(=O)CSc2nnc(SCC(=O)Nc3ccc(CC)cc3)n2N)cc1	1	0.3	-0.5	-2	9	-23	-0.2	6	-6	3.7	6
CC(C)n1c(SCC(=O)N2c3ccccc3Sc3ccccc32)nc2c1c(=O)n(C)c(=O)n2C	4	-1.1	·	6	-11	·	·	7	-2	1.9	-5
COc1ccc(C/C(C)=N/Nc2nc(C)cc(=O)[nH]2)cc1	3	-5.2	2.0	26	-8	-16	1.6	-22	1	0.9	6
CCOC(=O)c1cnc(-c2ccccc2)nc1N1CC(C)OC(C)C1 (centres undefined)	-12	1.9	-1.0	-10	-55	8	-1.0	29	-3	2.2	-6
C=CCNC(=O)c1cc(Cl)ccc1Cl	1	-1.8	0.7	10	19	10	-0.2	0	-1	1.5	0
Cc1nn(-c2ccccc2)c(C)c1NC(=O)COC(=O)c1ccc(O)cc1O	0	-0.1	·	0	5	6	·	-5	3	-0.9	-12
O=C(N/N=C/c1cn(-c2ccccc2)nc1-c1cccs1)c1ccc(Cl)cc1	13	5.5	-2.0	-29	12	-1	-1.0	1	-8	-1.2	6
Cc1cccc(NS(=O)(=O)c2ccc(C(=O)NCC3(N4CCCCC4)CCCCC3)cc2)c1C	-24	-0.5	-0.5	3	2	-1	0.5	-3	31	0.7	-6
COc1ccccc1CC(=O)Nc1ccc([N+](=O)[O-])cc1OC	-4	5.0	0.8	-27	0	-7	1.9	-12	0	2.1	4
CC(C)=CC/C=C1\CCC(C(=O)O)C(C(=O)O)C1 (centres undefined)	-4	-3.4	2.0	19	13	-5	2.9	0	3	1.6	-14
CC(=O)c1cccc(N(C(=O)CNC(=O)c2ccco2)C(C(=O)NC2CCCC2)c2ccc(C)o2)c1 (centres undefined)	-12	-3.6	2.1	18	5	10	0.6	-9	8	4.9	3
CCCCn1c(NC(=O)c2ccccc2Cl)c(C#N)c2nc3ccccc3nc21	-8	-1.6	-1.0	8	-11	-11	-2.0	78*	9	0.6	2
CN(CC(=O)Nc1cccc(C#N)c1)Cc1ccc(Cl)cc1	-10	0.6	1.6	-3	-38	-2	1.3	18	-5	5.0	-3
COc1ccc(NC(=O)Nc2cccc3c2O[C@H](CN(C)Cc2ccc(-c4ccccc4)cc2)[C@@H](C)CN([C@H](C)CO)C3=O)cc1	5	0.7	-0.8	-4	-8	6	-2.5	10	-26	2.8	7
COc1cccc(CNC(=O)C2CCCN(c3ncnc4c3nc3n4CCCCC3)C2)c1 (centres undefined)	-10	-1.6	-0.2	8	-16	-2	-1.4	-11	-1	2.2	1
CCOCCSC1=C(C#N)C(c2cccs2)C(C(C)=O)=C(C)N1 (centres undefined)	-5	-0.8	1.9	4	1	-7	-1.4	4	2	1.1	-9
O=C(Cc1ccc(Cl)cc1)OCC(=O)c1ccc[nH]1	-16	-1.4	2.2	6	-3	2	0.7	-12	-1	2.1	2
CCOC(=O)c1ccc(-c2ccc(/C=C(\C#N)C(=O)NCc3cccs3)o2)cc1	-1	0.4	1.3	-2	-5	-11	-2.6	25	-7	-2.2	-5
COc1ccc(C(CNC(=O)c2ccc(-c3ccccc3Cl)o2)N2CCOCC2)cc1 (centres undefined)	3	0.5	5.2	-3	6	46	-0.6	·	10	0.2	-9
COC(=O)c1[nH]nc2c1C(=O)N(Cc1ccccc1)C2=O	2	-1.3	2.0	5	10	0	-0.8	6	-8	1.7	-5
COc1ccccc1Oc1ccc(NC(=O)c2ccccc2)cc1	-9	1.8	1.6	-13	0	-2	0.4	2	-1	1.7	-7

Compound profiles, from the list above. Screens in order: PKA-R1A act | OPRM1-OPRD1 ag | AddAB inh | OPRM1-OPRD1 inv | HTR5A inv ag | SUMO Mot1 rescue | Ecoli viability | PfHsp90 yeast 2 | Tat export inh | phage Ecoli inh | PKA-R2B act
COc1ccccc1Oc1ccc(NC(=O)c2ccccc2)cc1 is listed with -9 | 1.8 | 1.6 | -13 | 0 | -2 | 0.4 | 2 | -1 | 1.7 | -7
CCOCCSC1=C(C#N)C(c2cccs2)C(C(C)=O)=C(C)N1 (centres undefined) is listed with -5 | -0.8 | 1.9 | 4 | 1 | -7 | -1.4 | 4 | 2 | 1.1 | -9

Screening results (PubChem)
